NCI-60 one-dose screen, 48 h, at 10 µM unless noted. Numbers give growth in % (100 = growth as untreated, 0 = no growth, -100 = all killed).
K-562: K-562 leukemia. 78,000 tested, 7.4% active
SR: SR leukemia cells | 73,000 tested, 8.7% active | AID 1794780
MDA-MB-231: MDA-MB-231 breast cancer; 81,000 tested, 5% active; AID 1794789
MDA-MB-468: MDA-MB-468 breast cancer. 78,000 tested, 8.5% active. AID 2202374
RPMI-8226: RPMI-8226 leukemia cells | AID 1794781 | 77,000 tested, 7.5% active
MCF7: MCF7 breast cancer; AID 1794796; 82,000 tested, 6.3% active
MDA-MB-435: MDA-MB-435 melanoma | 82,000 tested, 7.8% active | AID 1794794
MOLT-4: MOLT-4 leukemia cells | 80,000 tested, 6.9% active
Numbers without * were called inactive; nt = not tested or not shown; & = joins results of further samples. The calls were made as follows: active = growth percent below 10; inactive = the rest.

SMILES	K-562	SR	MDA-MB-231	MDA-MB-468	RPMI-8226	MCF7	MDA-MB-435	MOLT-4
COc1ccc(C2CC(c3ccccc3)=NN2C(=O)CSc2nnc(NC(=O)C(Cl)Cl)s2)cc1 (stereo not given)	77	66	103	102	104	86	101	88
Cc1nn(-c2ccc(Cl)cc2)c2nc3c(nc12)C(=O)c1ccccc1-3	nt	nt	53	49	nt	49	68	nt
CCCCCCn1ncc2c(N)ncnc21	94	88	96	97	91	88	101	nt
O=c1c2c3c(sc2nc2nc(-c4ccccc4)[nH]n12)CCCC3	101	92	90	107	101	78	99	93
COc1ccc(-c2nnc(/C=C/c3cn(-c4ccccc4)nc3-c3ccccc3)o2)cc1	119	89	88	108	94	97	107	111
Cc1cc(-c2ccc(Cl)cc2)n(Cc2nnc(SCC(=O)Nc3ccc(S(N)(=O)=O)cc3)n2C2CCCCC2)n1	104	nt	106	117	102	91	109	141
CC(=O)OCC(C)Cc1ccc(C(C)(C)C)cc1 (stereo not given)	119	nt	104	118	112	107	112	116
Nc1cccc(CC(=O)Nc2ccccc2)c1	106	99	103	nt	98	93	106	95
COc1cccc(NC(=S)NC(Cc2ccccc2)c2ccccc2)c1 (stereo not given)	76&77	78&82	93&102	108&87	80&85	88&89	104&102	71&64
O=C(NC1CCCCC1)OCc1c(COC(=O)NC2CCCCC2)c(-c2ccc(Cl)c(Cl)c2)n2c1CCC2	10	nt	42	-62*	40	27	56	nt
O=C(CCc1nc(-c2cccc(Cl)c2)no1)Nc1ccccn1	87	89	96	83	nt	90	105	97
N#Cc1cc(C(F)(F)F)cc(C(F)(F)F)c1	110	124	97	104	125	110	96	107
Cn1ccnc1C(=O)/C=C/c1ccc(CNC(=O)c2ccc(S(F)(F)(F)(F)F)cc2)cc1	19	4.2*	5.2*	23	-11*	13	56	0.9*
COc1ccc(/C(C)=C(\c2ccc(Cl)cc2)c2ccc(OCCN3CCCCCC3)cc2)cc1F	2.0*	-13*	55	35	-10.0*	24	52	27
C=C(C)[C@@H]1CC[C@]2(C(=O)N/N=C/c3cccnc3)CC[C@]3(C)[C@H](CC[C@@H]4[C@@]5(C)C/C(=C/c6cccnc6)C(=O)C(C)(C)[C@@H]5CC[C@]43C)[C@@H]12	52	68	83	79	38	55	82	49
Cc1cc(N=Nc2c(O)ccc3ccccc23)n[nH]1	nt	83	83	94	90	82	111	72
O=C(O)c1cccc(N2C(=O)/C(=C\c3ccc(-c4ccc(Cl)cc4)o3)SC2=S)c1	103	106	100	111	102	97	105	103
COc1cccc(-c2c(C#N)c(-c3ccccc3)nc3c2c(-c2ccccc2)nn3-c2ccccc2)c1	92	nt	82	92	98	86	93	92
NS(=O)(=O)c1ccc(Nc2nc(SCC(=O)c3ccc(Cl)cc3)nc3c2CCCC3)cc1	28	27	50	58	43	25	54	38
C=CCN1C(=O)c2cccc3c(Nc4ncccc4O)ccc(c23)C1=O	95	74	65	85	87	80	105	90
CC(C)SCCCC(=O)O	99	89	100	94	101	97	102	92
CCOC(=O)C1=C(N)Oc2c(sc3c(F)cccc23)C1c1ccc(O)cc1 (stereo not given)	13	15	37	15	25	15	5.6*	9.7*
O=c1oc2c(cnc3ccccc32)cc1-c1cccs1	94	103	107	107	103	98	103	102
C=C=C(CCCC)C(=O)O	114	nt	nt	98	107	100	102	129
CC(=O)OCC1O[C@@H](Oc2ccc3c(C)cc(=O)oc3c2)C(OC(C)=O)[C@@H](OC(C)=O)[C@H]1OC(C)=O (stereo not given in full)	98	108	104	117	104	130	108	102

An excerpt from above in order of length of the SMILES, largest number first.
SMILES	K-562	SR	MDA-MB-231	MDA-MB-468	RPMI-8226	MCF7	MDA-MB-435	MOLT-4
C=C(C)[C@@H]1CC[C@]2(C(=O)N/N=C/c3cccnc3)CC[C@]3(C)[C@H](CC[C@@H]4[C@@]5(C)C/C(=C/c6cccnc6)C(=O)C(C)(C)[C@@H]5CC[C@]43C)[C@@H]12	52	68	83	79	38	55	82	49
Cc1cc(-c2ccc(Cl)cc2)n(Cc2nnc(SCC(=O)Nc3ccc(S(N)(=O)=O)cc3)n2C2CCCCC2)n1	104	nt	106	117	102	91	109	141
O=C(NC1CCCCC1)OCc1c(COC(=O)NC2CCCCC2)c(-c2ccc(Cl)c(Cl)c2)n2c1CCC2	10	nt	42	-62*	40	27	56	nt
COc1cccc(-c2c(C#N)c(-c3ccccc3)nc3c2c(-c2ccccc2)nn3-c2ccccc2)c1	92	nt	82	92	98	86	93	92
COc1ccc(C2CC(c3ccccc3)=NN2C(=O)CSc2nnc(NC(=O)C(Cl)Cl)s2)cc1 (stereo not given)	77	66	103	102	104	86	101	88
Cc1nn(-c2ccc(Cl)cc2)c2nc3c(nc12)C(=O)c1ccccc1-3	nt	nt	53	49	nt	49	68	nt
O=c1c2c3c(sc2nc2nc(-c4ccccc4)[nH]n12)CCCC3	101	92	90	107	101	78	99	93
O=C(CCc1nc(-c2cccc(Cl)c2)no1)Nc1ccccn1	87	89	96	83	nt	90	105	97
N#Cc1cc(C(F)(F)F)cc(C(F)(F)F)c1	110	124	97	104	125	110	96	107
CCCCCCn1ncc2c(N)ncnc21	94	88	96	97	91	88	101	nt
C=C=C(CCCC)C(=O)O	114	nt	nt	98	107	100	102	129
CC(C)SCCCC(=O)O	99	89	100	94	101	97	102	92

Carrying on:
SMILES	K-562	SR	MDA-MB-231	MDA-MB-468	RPMI-8226	MCF7	MDA-MB-435	MOLT-4
CC(C)(C)C(=O)/C=C/c1ccc(Br)cc1	96	91	117	98	89	101	101	99
C[C@]1(CO)O[C@@H](n2cc(F)c(N)nc2=O)[C@H](O)[C@@H]1OCc1ccccc1	102	100	112	113	116	97	103	99
O=C(OCc1ccc2c(Cl)cc(Cl)c(O)c2n1)N1CCNCC1	19	15	54	34	44	35	49	33
CN1C(=O)/C(=C\c2nc([P+](c3ccccc3)(c3ccccc3)c3ccccc3)c(N3CCOCC3)o2)SC1=S	17	13	55	10	-21*	86	60	81
O=C(O)CSc1c(Cl)c(=O)oc2ccc(Cl)cc12	103	65	103	87	103	94	97	95
CCN(CC)CCNC(=O)c1ccc(NCN2C(=O)NC(c3ccccc3)(c3ccccc3)C2=O)cc1	108&110	113&100	103&114	111&101	104&104	95&98	103&95	108&102
CCOc1nc2cccc(C(=O)OC(C)OC(=O)OC3CCCCC3)c2n1Cc1ccc(-c2ccccc2-c2nn[nH]n2)cc1 (stereo not given)	75	nt	69	16	44	nt	61	71
COc1cc(-c2nc3ccc(F)cc3s2)ccc1NC(=O)/C=C/c1cc(OC)c(OC)c(OC)c1	101	88	95	86	100	62	95	86
CSSc1ccccc1	125	nt	105	96	111	102	115	119
c1ccc(Nc2nn3c(-c4cccs4)ccnc3c2-c2ccccc2)cc1	76	78	83	78	88	56	99	93
COc1ccc(C(=O)COc2ccc(/C=C3\COc4ccc(OC)cc4C3=O)cc2)cc1	34	2.5*	106	nt	-5.5*	34	77	56
O=C(O)c1ccc(C(=O)O)o1	106	nt	118	114	97	97	106	97
O=C(CCSc1nnc2n(Cc3ccccc3)c(=O)c3c4c(sc3n12)CCCC4)N1CCN(c2ccccc2)CC1	113	121	109	101	112	98	91	111
O=C(O)c1ccc(-c2nn(-c3ccc(C(F)(F)F)cc3)cc2CNc2ccc(C(=O)O)c(C(F)(F)F)c2)cc1	104	100	104	123	103	96	102	108
CN1C(=O)CCC(N2C(=O)c3cccc(NCCOCCOCCNC(=O)c4cc5c(o4)C(=O)c4ccccc4C5=O)c3C2=O)C1=O (stereo not given)	10	8.0*	-3.7*	-28*	nt	-65*	-95*	11
NC(CSC1(c2ccccc2)c2ccccc2-c2ccccc21)C(=O)O (stereo not given)	91	95	104	92	99	97	105	96
Cc1nn(-c2ccccc2)cc1C1Nc2cc(Cl)ccc2-c2ccnn21 (stereo not given)	68	81	84	69	73	75	98	69
CC(=O)c1cnn(-c2ccccc2)c1C	92	95	nt	nt	103	96	106	95
O=C1/C(=C/c2ccc(OCc3ccccc3)cc2)Oc2cc(O)ccc21	73	nt	97	74	81	104	93	78
CCOC(=O)C1CN(C)C(=O)C1=O (stereo not given)	107	96	95	106	102	97	102	89
COC(=O)CCC(=O)NCCc1c[nH]c2ccccc12	104	96	103	97	96	94	107	108
CC1CN(C2CCCCC2)C(=S)N(c2ccccc2)C1=O (stereo not given)	117	99	115	nt	nt	96	105	70
Cc1c([N+](=O)[O-])cc(C(=O)O)cc1[N+](=O)[O-]	134	90	95	98	109	93	106	108
CC(C)C(NC(=O)CN)C(=O)O (stereo not given)	104&93	57	106	104&104	107&109	101&106	101&104	101&79
COc1ccc(NC(=O)CSc2nnc(-c3ccc4nc(-c5ccc(OC)c(OC)c5)[nH]c4c3)o2)cc1OC	108	104	94	93	99	92	102	87

Additional structures.
SMILES	K-562	SR	MDA-MB-231	MDA-MB-468	RPMI-8226	MCF7	MDA-MB-435	MOLT-4
O=c1cc(-c2ccccc2)oc2ccc3ccccc3c12	100	99	89	85	104	43	89	95
COC1=C(C)C(=O)N2[C@@H]1[C@H](c1ccccc1)OC21C=CC(=O)C=C1	6.1*	2.4*	12	-20*	-21*	7.6*	-49*	-4.8*
N/C(=N\C(N)=N\c1nc2ccccc2s1)c1ccnc(Cl)c1	9.0*	19	50	52	15	31	-35*	34
N#Cc1c(-c2ccccc2)[nH]c2ncc(-c3ccccc3)n2c1=O	99	90	76	92	106	71	102	101
O=c1[nH]c2cnn(-c3ccccc3)c2c(=O)n1O	87	91	109	107	89	93	104	92
CCOc1nn2c(CCC(=O)c3nc4ccccc4[nH]3)nnc2s1	75	44	79	86	80	43	47	41
CCCCCCC(C)NCCOC(=O)c1ccc(N)cc1 (stereo not given)	80	81	99	100	94	101	98	83
COc1ccc(C=C2C(=O)OC(C)(C)OC2=O)cc1	91	92	111	104	98	94	106	92
Nc1ccc(NC(=O)c2ccc(N)cc2)cc1	105	108	110	119	99	94	105	101
CCOC(=O)c1nc(Nc2ccc(NC(=O)Nc3ccc(Cl)c(Cl)c3)cc2)c2ccccc2n1	82	87	100	117	92	89	96	97
O=C(Oc1c(Cl)c(Cl)c(Cl)c(Cl)c1Cl)c1ccc(Cl)cc1Cl	95	95	91	96	nt	96	102	79
COc1ccc(-c2nc(-c3ccccc3)c(-c3ccccc3)n2-c2ccc(S(=O)(=O)Nc3ncccn3)cc2)cc1OC	77	69	62	68	60	71	95	70
O=C(O)c1nc2ccccc2[nH]1	101	98	89	102	111	96	107	100
CC1CCCN(CC(O)CN2CCN(CC(O)CN3CCCC(C)C3)C(C)C2)C1 (stereo not given)	94	104	100	107	112	93	113	88
CCC(C)C(O)CC (stereo not given)	116	102	105	98	102	101	94	109
O=c1nc(/C=C/c2ccc(Br)cc2)oc2ccccc12	40	70	78	94	72	91	97	81
CCC(C)OC(=S)S (stereo not given)	110	94	109	110	101	97	113	96
CCOC(=O)/C(C#N)=C(\C)c1ccccc1	108	99	100	119	99	101	91	104
Cc1ccc(C)c(Oc2c(/C=N/NC(=O)Cn3c(=O)sc4ccccc43)c(C)nn2-c2ccccc2)c1	41	60	81	85	47	56	79	44
CCOc1cc(/C=C/C(=O)CC(=O)/C=C/c2ccc(OC(=O)CNCCN(CC)CC)c(OCC)c2)ccc1OC(=O)CNCCN(CC)CC	-11*	-42*	5.1*	nt	-53*	7.4*	-22*	-23*
FC(F)(F)c1nn(-c2ccccc2)c2c1-c1cc3c(cc1CO2)OCO3	100	99	101	104	111	94	106	101
CCN(CC)CCCNCc1cc(-c2ccccc2)nc2cc(Cl)ccc12	-17*	14	22	-26*	3.5*	23	-40*	14
O=C(CSc1nnc(-c2ccc(Cl)cc2)o1)Nc1ccc(C(=O)/C=C/c2ccc(Cl)cc2)cc1	93	98	104	116	92	78	98	93
COc1cccc(N2CCN(C3=C(Cl)C(=O)C(C)=C(C)C3=O)CC2)c1	86	92	89	79	80	85	104	82
O=P(c1ccccc1)(c1ccccc1)C(O)c1cccs1 (stereo not given)	108	124	150	nt	106	104	98	109

Next part
SMILES	K-562	SR	MDA-MB-231	MDA-MB-468	RPMI-8226	MCF7	MDA-MB-435	MOLT-4
C[C@@H]1C(=O)O[C@H]2[C@H]1CC/C(CO)=C\CC[C@@]1(C)O[C@@H]21	110	106	107	102	105	103	104	103
CCCCCCCCCCCC(=O)N(CCO)C(=O)C[n+]1ccccc1	101	88	95	97	94	96	103	101
CCN(CC)CCCC(C)Nc1ccnc2ccc(N(C)C)cc12 (stereo not given)	106	93	102	89	110	93	98	101
O=C1c2ccccc2C(=O)c2c(OCCN3CCCCC3)cccc21	87	73	94	88	81	91	103	80
O=C1NC(=O)/C(=C/c2ccc3nccc(-c4ccncc4)c3c2)S1	6.0*	-26*	-13*	-49*	-16*	0.6*	-11*	-8.3*
COc1ccccc1S(=O)(=O)Nc1ccc2c(c1)CN(C)C(=O)N2	29	36	55	21	4.3*	22	34	38
CC1(C)OC[C@H]([C@@H]2OC(=C(c3ccccc3)c3ccccc3)[C@@H]3OC(C)(C)O[C@H]23)O1	105	90	101	110	78	105	107	59
NCC(=O)NC(CO)C(=O)O (stereo not given)	110	nt	nt	100	96	98	101	114
Cc1nc2cc(Nc3nc(Nc4ccc(F)cc4)nc(-c4ccc(Cl)cc4)n3)ccc2n1Cc1ccccc1	34	-19*	66	74	0.2*	42	66	0.8*
Cc1cn(Cc2ccccc2Cn2cc(C)c(=O)[nH]c2=O)c(=O)[nH]c1=O	116	92	99	nt	nt	199	104	106
COc1cc(/C=C/C(=O)c2ccc(NC(=O)CSc3nnc(-c4cc(-c5ccccc5)nc5ccccc45)n3-c3ccccc3)cc2)cc(OC)c1OC	50	58	64	81	72	74	92	53
C[C@H]1C=C(C[C@H](O)CCCCCCCCCC[C@@H](O)[C@H]2CCC(=O)O2)C(=O)O1	65	nt	84	nt	84	100	85	115
COc1cc(C2=Nc3c(N)nc(N)nc3NC(c3sc(Cl)nc3Cl)C2)cc(OC)c1OC (stereo not given)	81	66	63	57	47	61	75	92
COc1ccc2c(c1)O/C(=C\c1ccc(O)cc1)C2=O	89	73	103	111	102	115	87	101
O=C(/C=C(O)/C=C/c1ccc(C(F)(F)F)cc1)/C=C/c1ccc(C(F)(F)F)cc1	98	95	99	108	87	95	112	92

Source: PubChem (NCI)
